# USP7 inh = human USP7 deubiquitinase inhibition; AID 1645854; purified USP7, Ub-rhodamine cleavage fluorescence; inhibition, % at 20 µM; actives 0.3% (n = 47,000); Q93009
# USP10 block = blocks human USP10 ubiquitin-rhodamine cleavage | purified USP10, Ub-rhodamine fluorescence, 60 min | Q14694 | actives 1.1% (n = 47,000) | inhibition, % at 20 µM
# USP8 block = human USP8 deubiquitinase inhibition | actives 4.2% (n = 47,000) | AID 1645853 | inhibition, % at 20 µM | purified USP8, Ub-rhodamine cleavage fluorescence, 30 min
# USP17 inh = inhibitors of human USP17 deubiquitinase. AID 1645855. purified USP17, Ub-rhodamine cleavage fluorescence, 3 h. inhibition, % at 50 µM. A8MUK1. actives 6.5% (n = 47,000)
# OTUD3 inh = inhibitors of human OTUD3 deubiquitinase | Q5T2D3 | purified OTUD3, Ub-rhodamine fluorescence, 2 h | inhibition, % at 25 µM | actives 0.7% (n = 47,000) | AID 1645858
# Target sequence (Q5T2D3 whole entry, looked up): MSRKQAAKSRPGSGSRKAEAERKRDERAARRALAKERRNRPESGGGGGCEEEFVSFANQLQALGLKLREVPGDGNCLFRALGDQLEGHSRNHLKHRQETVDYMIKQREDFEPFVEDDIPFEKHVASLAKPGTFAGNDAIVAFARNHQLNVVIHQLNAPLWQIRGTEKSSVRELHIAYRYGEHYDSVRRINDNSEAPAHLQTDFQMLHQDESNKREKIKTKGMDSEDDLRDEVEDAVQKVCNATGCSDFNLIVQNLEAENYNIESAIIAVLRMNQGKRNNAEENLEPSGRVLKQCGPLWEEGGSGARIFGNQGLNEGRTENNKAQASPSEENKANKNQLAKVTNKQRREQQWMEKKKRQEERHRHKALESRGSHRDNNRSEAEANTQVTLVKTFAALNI
# UCHL1 inh = blocks human UCHL1 ubiquitin-rhodamine cleavage | purified UCHL1, Ub-rhodamine cleavage fluorescence | inhibition, % at 20 µM | actives 0.2% (n = 47,000) | AID 1645859
# USP30 block = human USP30 deubiquitinase inhibition | Q70CQ3 | purified USP30, Ub-rhodamine cleavage fluorescence | inhibition, % at 25 µM | actives 5.3% (n = 47,000)
# Target sequence (Q70CQ3 whole entry, looked up): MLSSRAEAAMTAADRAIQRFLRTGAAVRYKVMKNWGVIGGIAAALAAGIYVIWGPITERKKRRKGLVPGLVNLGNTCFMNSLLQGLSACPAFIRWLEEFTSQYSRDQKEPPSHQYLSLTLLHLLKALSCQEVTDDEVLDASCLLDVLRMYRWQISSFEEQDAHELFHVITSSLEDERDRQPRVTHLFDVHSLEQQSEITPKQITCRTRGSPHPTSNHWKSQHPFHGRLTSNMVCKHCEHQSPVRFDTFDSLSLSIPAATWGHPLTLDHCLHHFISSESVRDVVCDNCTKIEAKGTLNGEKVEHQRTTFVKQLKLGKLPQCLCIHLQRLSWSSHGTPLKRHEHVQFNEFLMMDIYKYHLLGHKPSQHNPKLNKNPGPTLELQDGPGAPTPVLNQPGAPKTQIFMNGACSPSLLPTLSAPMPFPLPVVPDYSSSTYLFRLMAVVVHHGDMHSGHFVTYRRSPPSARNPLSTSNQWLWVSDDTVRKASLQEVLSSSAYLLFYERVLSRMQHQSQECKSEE
# USP28 inh = blocks human USP28 ubiquitin-rhodamine cleavage. AID 1645857. purified USP28, Ub-rhodamine cleavage fluorescence, 30 min. actives 3% (n = 47,000). inhibition, % at 25 µM. Q96RU2
# Active calls of the source: *; i = inactive; . = no result given. Cut-off read from the data, not from the text of the source: active = inhibition above about 30%; inactive = the rest.
# Sample of the layout:
USP7 inh,USP10 block,USP8 block,USP17 inh,OTUD3 inh,UCHL1 inh,USP30 block,USP28 inh,SMILES
-1.6,1.4,6.9,-1.5,-11.3,-0.5,-8.4,-9.4,O=c1[nH]nc(CSCc2csc(C3CCCCC3)n2)[nH]1
-10.8,-1.3,-10.9,-15.1,-12.0,-3.9,-27.3,-13.0,CS(=O)(=O)N1CC(C(=O)N2CCN(c3ccccc3)CC2)C2(CCCCC2)C1 (stereo not drawn)
7.0,15.2,83.5*,62.5*,12.8,9.9,-58.4,22.6,Cc1ccc(NCc2cc3c(C(C)(C)C)nn(-c4ccc(Cl)cc4)c3[nH]c2=O)cc1
1.2,2.6,4.6,-33.8,-0.6,-1.5,-1.4,-13.8,NC(=O)c1nc(C(=O)NC2CCCCC2)cs1
-4.8,10.6,10.2,7.7,-4.4,4.3,-29.0,0.9,CCC(C)NC(=O)c1cc2occc2c(Nc2ccc(F)cc2)n1 (stereo not drawn)

# The list itself (from the top)
USP7 inh,USP10 block,USP8 block,USP17 inh,OTUD3 inh,UCHL1 inh,USP30 block,USP28 inh,SMILES
-1.6,1.4,6.9,-1.5,-11.3,-0.5,-8.4,-9.4,O=c1[nH]nc(CSCc2csc(C3CCCCC3)n2)[nH]1
-10.8,-1.3,-10.9,-15.1,-12.0,-3.9,-27.3,-13.0,CS(=O)(=O)N1CC(C(=O)N2CCN(c3ccccc3)CC2)C2(CCCCC2)C1 (stereo not drawn)
7.0,15.2,83.5*,62.5*,12.8,9.9,-58.4,22.6,Cc1ccc(NCc2cc3c(C(C)(C)C)nn(-c4ccc(Cl)cc4)c3[nH]c2=O)cc1
1.2,2.6,4.6,-33.8,-0.6,-1.5,-1.4,-13.8,NC(=O)c1nc(C(=O)NC2CCCCC2)cs1
-4.8,10.6,10.2,7.7,-4.4,4.3,-29.0,0.9,CCC(C)NC(=O)c1cc2occc2c(Nc2ccc(F)cc2)n1 (stereo not drawn)
5.1,1.5,19.6,12.5,8.0,0.3,18.9,5.8,COc1cc(C2CCN(C(=O)Nc3ccccc3)CC2)on1
-6.4,3.5,12.3,18.6,20.2,3.5,35.3*,32.7*,COc1cccc(C(=O)N2CCN(c3ncnc4c3nnn4Cc3ccccc3)CC2)c1
0.1,5.3,-2.6,2.1,0.0,-3.4,-4.7,-7.1,CCNC(=O)c1ncn2c1C(=O)N(C1CC1)C(C)(C(=O)NCc1ccccc1)C2 (stereo not drawn)
3.6,0.6,-10.7,7.7,5.0,4.6,2.5,47.9*,O=[N+]([O-])c1c(Cl)cccc1-c1c[nH]cc1Cl
1.8,0.8,-54.1,-20.5,-0.9,-0.9,-17.8,-9.7,CCOCC(=O)N1CCC2(CCC(c3cccnc3)c3ccccc32)CC1 (stereo not drawn)
3.6,1.8,0.7,1.1,-1.3,0.3,.,.,COc1cccc(Cn2cccc(-c3nc(C)no3)c2=O)c1
-0.7,-0.8,-35.8,-4.3,-1.5,0.0,-2.4,-3.8,O=C(c1cnc2scc(-c3ccccc3)n2c1=O)N1CCCCC1
-105.4,-8.1,-155.3,-177.1,-136.4,-118.1,i,-222.3,CC1=NS(=O)(=O)N(C)C=C1C(=O)OCc1cccc(F)c1
-32.3,-5.5,26.6,41.5*,37.9*,0.5,49.6*,16.2,CC(C)CCn1c(=O)c2ccccc2n2c(CCC(=O)NC3CCCCCC3)nnc12
-92.7,16.5,3.8,12.0,14.5,2.0,43.5*,27.2,O=C(C1CCCC1)N1CCC(c2nc3c(nnn3Cc3c(Cl)cccc3Cl)c(=O)[nH]2)CC1
0.0,-5.3,6.3,-0.8,1.8,1.5,-20.9,-5.9,Cc1ccc2ncc(S(=O)(=O)c3ccccc3)c(N3CCC4(CC3)OCCO4)c2c1
0.8,-3.9,-2.3,-11.6,-2.6,-3.6,-29.7,-2.8,CCOc1ccc(C(=O)N2CCN(C3CCN(Cc4c(C)noc4C)CC3)C(=O)C2)cc1
-12.1,0.7,-3.3,-14.4,-8.4,1.0,-11.5,88.6*,CC(=O)c1ccc(NC(=O)C2CCN(c3cncnc3N3CCCC3)CC2)cc1
-9.5,-9.5,82.7*,57.4*,-11.3,3.3,-77.3,-2.5,COc1ccc(NC2c3ccccc3C(=O)N2c2ccccn2)cc1 (stereo not drawn)
1.4,-1.1,-1.1,2.4,0.3,1.2,2.3,-2.2,CN(Cc1cccnc1)c1nc2c(c(=O)[nH]1)CCN(Cc1ccccc1C#N)CC2
0.0,5.9,16.7,25.6,17.9,4.6,36.4*,18.4,COc1ccccc1C(=O)N(Cc1ccccc1)C(C)(C)c1ccccc1
0.3,-0.1,6.5,-1.4,11.1,2.8,10.1,9.9,Cc1cccc(NC(=O)CN2CCCN(Cc3ccccc3)S2(=O)=O)c1
-6.2,-0.9,-14.1,-4.0,-6.6,-6.2,-25.6,-12.3,O=S(=O)(c1cccc2cccnc12)N1CCN(C2CCCCC2)CC1
-4.7,-3.1,91.9*,50.2*,-22.4,1.4,-43.8,-18.1,Cc1cc(C(F)(F)F)n2nc(C3CCN(C(=O)c4cnn(C)c4C)C3)cc2n1 (stereo not drawn)

# Complete entries as entered above. Order of screens: USP7 inh | USP10 block | USP8 block | USP17 inh | OTUD3 inh | UCHL1 inh | USP30 block | USP28 inh
# Entry for Cc1cc(C(F)(F)F)n2nc(C3CCN(C(=O)c4cnn(C)c4C)C3)cc2n1 (stereo not drawn) = -4.7 | -3.1 | 91.9* | 50.2* | -22.4 | 1.4 | -43.8 | -18.1
# Entry for O=S(=O)(c1cccc2cccnc12)N1CCN(C2CCCCC2)CC1 = -6.2 | -0.9 | -14.1 | -4.0 | -6.6 | -6.2 | -25.6 | -12.3
# Entry for CC(=O)c1ccc(NC(=O)C2CCN(c3cncnc3N3CCCC3)CC2)cc1 = -12.1 | 0.7 | -3.3 | -14.4 | -8.4 | 1.0 | -11.5 | 88.6*
# Entry for Cc1cccc(NC(=O)CN2CCCN(Cc3ccccc3)S2(=O)=O)c1 = 0.3 | -0.1 | 6.5 | -1.4 | 11.1 | 2.8 | 10.1 | 9.9
# Entry for COc1ccccc1C(=O)N(Cc1ccccc1)C(C)(C)c1ccccc1 = 0.0 | 5.9 | 16.7 | 25.6 | 17.9 | 4.6 | 36.4* | 18.4

# The main list resumes; the two compounds before the break are reprinted first.
USP7 inh,USP10 block,USP8 block,USP17 inh,OTUD3 inh,UCHL1 inh,USP30 block,USP28 inh,SMILES
-6.2,-0.9,-14.1,-4.0,-6.6,-6.2,-25.6,-12.3,O=S(=O)(c1cccc2cccnc12)N1CCN(C2CCCCC2)CC1
-4.7,-3.1,91.9*,50.2*,-22.4,1.4,-43.8,-18.1,Cc1cc(C(F)(F)F)n2nc(C3CCN(C(=O)c4cnn(C)c4C)C3)cc2n1 (stereo not drawn)
0.1,1.0,2.2,47.4*,-2.7,0.0,14.4,-10.0,Cc1ccccc1CNC(=O)Cn1c(=O)n(-c2ccccc2)c2ncccc21
-1.2,-1.6,-3.7,-4.2,-1.4,-0.6,2.4,-7.9,c1ccc2c(c1)CCN(C1CCCCC1)C2
3.8,2.4,1.3,-8.5,-2.0,-0.7,2.2,-5.4,Cc1cn[nH]c1CC1CCCN(C(=O)Cn2nnc3ccccc32)C1 (stereo not drawn)
2.9,-3.5,11.3,-24.9,-7.0,-2.6,-127.3,-9.9,O=c1c(-c2nc(C3CC3)no2)cccn1Cc1noc(-c2ccccc2F)n1
2.4,1.5,-1.0,0.0,10.1,0.0,10.7,7.9,CCCN1Cc2cccc(C(=O)Nc3ccc4c(C)cc(=O)oc4c3)c2C1=O
-3.9,0.8,-0.2,-2.4,-2.4,-3.0,-3.8,-5.8,Cn1cc(C(=O)N2CCCCC2c2nc(N)ncc2-c2ccccc2)ccc1=O (stereo not drawn)
-25.2,-0.3,1.9,-5.9,-1.3,1.5,0.4,9.8,Cc1nnc(NCCO)c2c1nnn2Cc1ccccc1Cl
-4.8,-0.4,-1.0,0.4,0.2,2.6,0.1,7.0,O=C(NCc1ccc2c(c1)OCO2)[C@H]1C=CCN1C(=O)C1CCCCC1
-21.6,8.6,-10.9,.,10.7,1.4,21.3,17.9,Cc1ccccc1CN1C(=O)CCSc2ccc(Cl)cc21
3.9,-7.3,-14.7,-26.8,-9.5,-0.4,-83.9,-5.2,Cc1nn(-c2ccccc2)c2c1c(C)c(CCC(=O)NCc1ccccc1F)c(=O)n2C
4.4,3.5,10.9,12.6,7.3,1.0,40.2*,10.0,Cn1c(=O)[nH]c(=O)c2c1nc(NCCCO)n2CC(=O)c1ccccc1
-73.0,4.9,-11.8,-10.8,-3.2,1.6,0.2,-4.8,O=C(Nc1cccc(Cl)c1)C1C2C=CC3(O2)C1C(=O)N(C1CCCCC1)C3C(=O)NC1CCCCC1 (stereo not drawn)
-1.7,-1.7,-1.6,-2.8,0.0,-1.5,0.8,0.2,CCN1C(=O)c2ccccc2C(=O)[C@@]2(C)CN(C(=O)Cc3ccccc3OC)C[C@@H]12
4.1,7.5,6.5,59.8*,0.2,-3.6,0.0,-3.9,O=C(Cc1cc(-c2ccc(F)cc2)on1)NCc1ccccc1
0.7,-0.1,-107.4,15.9,9.8,3.6,27.3,21.3,O=C(NCc1ccccn1)c1nc[nH]c1C(=O)NCc1ccc(C(F)(F)F)cc1
-21.9,-7.3,-72.1,-93.1,-104.6,-25.4,-478.8,-137.2,CCCN1CCCc2cc(CCNS(=O)(=O)c3cc(OC)ccc3OC)ccc21
-1.2,14.9,3.6,49.9*,28.5,-2.5,19.9,32.2*,O=C(CCCn1c(=O)c2sccc2n(CC(=O)NCCC2=CCCCC2)c1=O)NCc1ccc2c(c1)OCO2
-4.2,14.3,-87.2,-10.9,1.5,1.5,0.2,-2.0,Cc1ccc(C(=O)Oc2cc(N)n(S(=O)(=O)c3ccc(C)cc3)n2)cc1
5.0,5.0,6.7,-0.3,-4.6,1.4,-0.6,1.9,Cc1nc(-c2ccc(NC(=O)N3CCN(c4cccc(Cl)c4)CC3)cc2)no1
4.1,-1.0,5.1,3.4,3.9,-1.5,11.6,2.9,O=S(=O)(c1ccc(Cl)cc1)N1CCC2(CC1)NCCN=C2NC1CCCC1
4.0,0.9,5.3,-0.9,11.8,0.5,11.3,13.9,CCn1c(SCC(=O)Nc2cc(C)c(OC)cc2C)nnc1-c1ccco1
-3.1,10.8,-6.3,-3.5,-4.4,-3.8,-24.1,-3.5,COc1ccccc1CC(=O)N1CCCC(c2ccnc(=O)[nH]2)C1 (stereo not drawn)
-6.4,-3.3,-23.7,-20.6,-28.5,-8.3,-111.9,-17.6,CC1Oc2ccc(NC(=O)c3cc(F)ccc3F)cc2NC1=O (stereo not drawn)
-0.2,1.7,1.9,-3.3,-2.4,-2.5,-2.3,-13.5,COCCNC1=NCCNC12CCN(S(=O)(=O)c1ccccc1)CC2
-2.5,-5.2,-1.1,-17.3,-4.7,-3.8,-60.6,-24.0,CC(C)N1CCN(S(=O)(=O)c2cc(-c3nnc(C4CC4)o3)co2)CC1
0.0,-0.7,6.9,-1.0,-3.6,-0.6,-12.3,-11.3,CCc1c(C2CCN(C(=O)NCc3ccco3)CC2)noc1N
3.1,4.5,7.0,12.6,5.3,2.6,7.6,2.2,O=C(Cn1cc(-c2nc(C3CC3)no2)ccc1=O)Nc1ccccc1F
-2.3,0.1,-6.4,-11.0,-12.0,-2.1,-71.1,-5.9,CC1CC(=O)Nc2cc(S(=O)(=O)Nc3cc(F)ccc3F)ccc2S1 (stereo not drawn)
0.9,-1.0,-10.4,-2.2,-1.2,0.0,-0.7,-0.1,CC(=O)c1ccc(NC(=O)c2nc3ccccc3nc2N2CCN(C)CC2)cc1
3.5,2.4,-0.1,8.3,8.1,0.9,27.8,12.7,CN(C)c1ccc(N2CCC(C3CC=CCN(Cc4ccccc4)C3=O)CC2)nn1 (stereo not drawn)
10.1,7.1,2.7,-0.4,13.6,5.6,14.4,14.5,CC12CN3CC(c4ccccc4)(CN(C1)C3c1ccc(OCc3ccccc3)cc1)C2=O (stereo not drawn)
13.4,5.6,-109.1,-7.5,7.5,2.8,11.9,3.7,Cc1cccc(Cn2cc(C(=O)O)c(S(=O)(=O)N3CCCCC3)n2)c1
-2.1,-2.9,27.3,23.0,13.8,0.5,11.9,4.4,c1coc(-c2nnc([C@H]3CCN(Cc4cnc5ccccc5c4)C3)o2)c1
2.3,0.7,13.5,11.4,11.6,1.1,17.6,11.3,Cc1ccc2c(c1)C(=O)NC1(CCN(C(=O)c3ccccc3)CC1)N2C
-0.2,0.9,13.1,13.9,14.4,0.2,25.5,16.0,Cc1cccc(NC(=O)N2CCCn3nnc(COCC4CC4)c3C2)c1
-5.6,2.6,-0.6,-3.5,-6.7,3.7,-13.3,-16.7,CC(=O)Nc1cccc(NC(=O)c2cc(-c3ccccc3)nc3onc(C)c23)c1
1.3,2.1,-45.0,-4.6,11.2,1.0,15.1,18.1,Cc1nnc(NC(=O)C2CCN(C(=O)c3ccc(Cl)cc3)CC2)s1
-12.1,0.8,1.1,2.3,-0.2,-0.4,-1.8,3.5,Cc1ccc(NC(=O)N2CCCC2c2ccco2)c(Cl)c1 (stereo not drawn)
1.0,0.0,-25.1,3.5,-3.7,0.4,1.4,-3.2,COc1ccccc1C1=NS(=O)(=O)N(C)C(C(=O)NCc2ccccc2)=C1
4.5,-0.8,11.3,0.5,11.0,0.1,4.5,19.2,N#Cc1cccc(NC(=O)c2ccc3ncsc3c2)c1
-1.6,1.4,1.0,26.7,14.7,4.8,16.8,14.4,COc1ccccc1Cn1c(=O)[nH]c2ncccc2c1=O

# Bioassay records from PubChem BioAssay.
